LmPK inhibitor – blocks Leishmania mexicana pyruvate kinase activity; Potency, µM (doses to about 57.5 µM), for the others: at the top dose activity change, negative = inhibition, actives largely listed as inhibitors; AID 1721; purified LmPK, Kinase-Glo ATP luminescence, 1 h; 290,000 compounds, 0.37% hits; Q27686; also: potency is read from the fitted curve at half-maximal effect
Target sequence (Q27686 whole entry, looked up): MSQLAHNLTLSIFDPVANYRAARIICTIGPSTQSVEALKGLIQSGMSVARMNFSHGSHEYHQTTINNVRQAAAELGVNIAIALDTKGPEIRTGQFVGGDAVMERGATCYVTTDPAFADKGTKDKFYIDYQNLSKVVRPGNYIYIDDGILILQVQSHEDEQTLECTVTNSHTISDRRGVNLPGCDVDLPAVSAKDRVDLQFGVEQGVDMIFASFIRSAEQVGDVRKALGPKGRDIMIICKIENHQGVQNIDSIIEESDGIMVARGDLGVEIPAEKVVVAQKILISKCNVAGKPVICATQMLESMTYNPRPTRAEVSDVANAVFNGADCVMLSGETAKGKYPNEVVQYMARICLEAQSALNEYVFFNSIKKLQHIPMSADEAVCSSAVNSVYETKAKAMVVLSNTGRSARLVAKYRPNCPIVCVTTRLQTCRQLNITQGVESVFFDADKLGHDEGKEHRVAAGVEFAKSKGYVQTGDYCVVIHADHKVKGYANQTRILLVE
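Purified LmPK (0.1 nM) with 0.5 mM PEP and 0.1 mM ADP in imidazole buffer pH 7.2 with MgCl2/KCl, 1 h at room temperature. ATP formed was read by luciferase luminescence and normalized to no-enzyme and uninhibited controls.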
AmpC no deterg – blocks E. coli AmpC beta-lactamase in detergent-free assay | AID 485341 | Potency, µM (highest dose often 57.1 µM), inactives show at the highest dose activity change, negative = inhibition, actives largely listed as inhibitors | 330,000 compounds, 0.52% hits | AmpC nitrocefin hydrolysis, absorbance 480 nm, 0.0001% Triton;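 also: potency is read from the fitted curve at half-maximal effect; plate controls were no compound for no effect and no enzyme for full effect; nearly all actives have a fitted effect of over 20% in size; some results filed as inactive show a strong effect at the top dose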
Target sequence (P00811 whole entry, looked up): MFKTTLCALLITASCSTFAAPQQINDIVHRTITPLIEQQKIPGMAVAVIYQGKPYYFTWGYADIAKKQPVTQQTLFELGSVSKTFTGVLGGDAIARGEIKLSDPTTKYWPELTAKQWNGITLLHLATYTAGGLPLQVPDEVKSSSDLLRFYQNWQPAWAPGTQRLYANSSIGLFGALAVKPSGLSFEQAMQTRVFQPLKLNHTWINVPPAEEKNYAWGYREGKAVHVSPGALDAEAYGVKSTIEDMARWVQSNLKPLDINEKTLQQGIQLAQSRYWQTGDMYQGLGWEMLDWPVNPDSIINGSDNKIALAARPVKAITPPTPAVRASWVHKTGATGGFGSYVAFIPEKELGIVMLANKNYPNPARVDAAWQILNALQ
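20 mM phosphate pH 7.0 + 0.01% (detergent screen) or 0.0001% Triton X-100; 5.3 nM AmpC reagent; cpd preinc 15 min RT; nitrocefin (800 uM stock) to start; A480 q20 s × 4 min; Activity was normalised to no-enzyme and no-compound control wells.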
AmpC inh detg – inhibitors of E. coli AmpC beta-lactamase with detergent | P00811 | AmpC hydrolysis of nitrocefin, absorbance 480 nm, 0.01% Triton | Potency, µM (highest dose often 114 µM), for the others: top-dose activity change, negative = inhibition, hits mostly inhibitors | 370,000 compounds, 0.041% hits | AID 485294;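 also: potency is read from the fitted curve at half-maximal effect; 0% = no-compound wells and -100% = no-enzyme wells; nearly all actives have a fitted effect of over 25% in size; some results filed as inactive show a strong effect at the top dose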
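AmpC (5.3 nM in the dispensed reagent) in 20 mM phosphate pH 7.0 with 0.01% (detergent screen) or 0.0001% Triton X-100 was preincubated with compounds for 15 min at room temperature. Nitrocefin was then added from an 800 uM solution, and hydrolysis was followed at 480 nm.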
HCMV antiviral – blocks human cytomegalovirus replication; 410,000 compounds, 4.5% hits; HFF cells, HCMV-luciferase reporter, 72 h; active compounds read low; AID 1259415; activity change, negative = inhibition, % at 57.5 µM; in the data active = activity change below about -60%; inconclusive = no clear call, values can overlap the other calls; inactive = above about -39%
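Luciferase read-out from HCMV-luciferase-infected HFFs (MOI 1 PFU/cell) 72 h post infection at 37C; compounds added after 16 h cell attachment; activity normalized between buffer-only basal and Salinomycin (10uM) inhibitor controls.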
Tb PYK inh – blocks Trypanosoma brucei pyruvate kinase; Q57TT1; TbPYK enzyme, Kinase-Glo Plus ATP luminescence, 45 min; Potency, µM (top dose mostly 76.8 µM), inactives show at the highest dose activity, negative = inhibition, most hits filed as inhibitors; 410,000 compounds, 0.12% hits; also: potency is read from the fitted curve at half-maximal effect; nearly all actives have a fitted effect of over 50% in size
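Readout: single end-point luminescence (Kinase-Glo Plus, 10 min). Reaction conditions were TbPYK/substrate plus 130 uM ADP, 45 min at RT, pH 7.2 TEA buffer. No-enzyme wells served as controls, and data were normalized before concentration-response fitting.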
Sm TGR block – inhibitors of Schistosoma mansoni thioredoxin glutathione reductase; Q962Y6; purified TGR, DTNB reduction, TNB absorbance 405 nm; Potency, µM (titrated, usually from 114 µM), inactives show at the highest dose activity change, negative = inhibition, usual class: inhibitors; 360,000 compounds, 3% hits; also: potency is read from the fitted curve at half-maximal effect; nearly all actives have a fitted effect of over 60% in size
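Kinetic colorimetric format: TGR-catalysed, NADPH-driven DTNB reduction monitored via TNB absorbance. Enzyme dispensed at 20 nM; compound exposure 15 min at room temperature before reaction start.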
AMA1-RON2 inh – AMA1-RON2 (P. falciparum) interaction inhibition; AlphaScreen AMA1-biotinylated RON2 peptide binding; Potency, µM (top dose mostly 58.2 µM), without a hit: at the top dose activity change, negative = inhibition, most hits filed as inhibitors; 360,000 compounds, 0.2% hits; AID 720542;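 also: potency is read from the fitted curve at half-maximal effect; 0% = vehicle wells and -100% = peptide control; nearly all actives have a fitted effect of over 45% in size; some results filed as inactive show a strong effect at the top dose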
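AMA1 (3D7) with his tag at 25 nM final met compounds first, then biotinylated RON2 peptide at 25 nM; detection used donor plus acceptor beads, 10 µg/mL apiece, read by AlphaScreen after 30 min at room temperature.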
* marks the source's active call; other numbers are inactive results; ? = inconclusive; . = no result given; & = joins results of further samples; [ ] = dose if it differs, or a comment. Unless noted, calls follow the shape of the dose curve; as a rule, active = well fitted curve in the direction sought with a large enough effect; inconclusive = small, poorly fitted or top-dose-only effect, or another doubt; inactive = no such curve, though single readings can be large; an effect the other way counts as inactive or inconclusive. Unless noted, % is scaled to controls: 0 for no effect and ±100 for the full control effect.

No. | molecule | LmPK inhibitor | AmpC no deterg | AmpC inh detg | HCMV antiviral | Tb PYK inh | Sm TGR block | AMA1-RON2 inh
1 | CCOc1ccccc1NC(=O)c1cc(C(=O)c2cc(OC)ccc2O)coc1=N | 6% | -30% | ? | -23 | -4% | 4% | -7%
2 | Cc1ccc(C(=O)NN2C(=O)C3C4C=CC(C5CC45)C3C2=O)cc1 (stereo not given) | -10%[11.5 µM] | -16% | -6% | 0 | 1% | 13% | 17%
3 | CCCOC(=O)NC1C(NC(=O)OCCC)N(C)C(=O)N1C (stereo not given) | 1% | -6% | -7% | -30 | 5% | -5% | 5%
4 | COc1ccc(-n2cnnc2SCC(=O)N2CCN(c3ccccc3)CC2)cc1 | 3% | 99%[activator] | 0% | -23 | -26% | -9% | -2%
5 | O=C(NCCNc1ccccc1[N+](=O)[O-])c1cc(F)c(F)cc1Cl | -9% | -17% | -4% | 77 | -7% | 4% | -20%
6 | Cc1ccc(C(=O)c2c(N)c(-c3nc(-c4ccc5c(c4)OCO5)cs3)c3ccccn23)cc1C | . | . | 23% | -2 | 3% | -14% | .
7 | COc1cccc(-c2nc(SC(C(C)=O)C(=O)N(C)C)c3c(=O)n(C)c(=O)n(C)c3n2)c1 (stereo not given) | . | . | 21% | -12 | 5% | -2% | .
8 | COCOc1cccc(CN2CCC2(C)C(=O)Nc2ccc3c(c2)OCO3)c1 (stereo not given) | . | . | . | ? | 1% | . | -15%
9 | COc1ccc2c(c1)c(C(=O)CNc1nc(C)cs1)c(C)n2C | 3% | 35%[activator] | -8% | 22 | -11% | 1% | ?
10 | Cc1cc(C(=O)NP(=O)(N2CC(C)OC(C)C2)N2CC(C)OC(C)C2)c(C)n1C1CC1 (stereo not given) | -9% | 0%[11.4 µM] | -10% | -4 | -8% | ? | 5%
11 | Cc1cc(C)cc(NC(=O)CCc2nnc3n(C)c(=O)c4sccc4n23)c1 | . | . | 5% | 18 | -2% | 13% | .
12 | CCC(=O)N1CCCC(C(=O)NCc2ccc(C(C)C)cc2)CC1 (stereo not given) | . | . | . | -7 | 3% | . | 0%
13 | COc1ccc(C(=O)Nc2nnc(SCc3cc(=O)c4cccc(F)c4[nH]3)s2)cc1 | . | . | 11% | 21 | 0% | 0% | .
14 | NC(=O)[C@@H]1CCCN1Cc1nc(-c2ccccc2)no1 | -1% | -13% | 3% | 16 | 1% | -3% | -5%
15 | CC1CCCN(c2ccc(N)cc2C(N)=O)C1 (stereo not given) | -1% | 2% | 3% | ? | 1% | 0% | -3%
16 | Cc1noc(C)c1CSc1ccc2ccccc2n1 | 3% | -14% | -2% | -12 | -3% | -13% | 15%
17 | COc1ccc(CN2C(=O)NC(=O)/C(=C/c3ccc([N+](=O)[O-])o3)C2=O)cc1 | 24% | -52% | ? | . | . | ? | .
18 | CCC(C)(CCNC(=O)Cc1ccccc1)c1ccccc1OC (stereo not given) | 6% | -7% | -12% | -3 | -15% | -6% | 20%
19 | COc1cccc(-c2cc3nc4c(c(NCC(C)(C)CN(C)C)n3n2)CCCC4)c1 | 0% | -14% | -5% | -69* | -1% | 21% | -25%
20 | CCc1cccc(C)c1Nc1c(-c2ccc(F)cc2)nc2sccn12 | . | . | 9% | 7 | 5% | -1% | .
21 | CCOc1ccc(C(=O)Nc2ccc(S(=O)(=O)N(Cc3ccccc3)c3ccccc3)cc2)cc1 | . | . | 18% | -61* | -2% | 4% | .
22 | COC(=O)/C(N=Nc1cccc(C(F)(F)F)c1)=C(\C)O | 0% | 5% | 1% | 8 | 0% | -28% | -6%
23 | COc1ccccc1/C=C/C1=NC(=C\C=C/c2ccccc2)/C(=O)O1 | -2% | -26% | -1% | 9 | 6% | 1% | -1%
24 | CCn1c(C(=O)NC(C)c2ccc3c(c2)OCCO3)cc2sccc21 (stereo not given) | -3% | -8% | -1% | -24 | 1% | 6% | ?
25 | O=C(Nc1ccc2c(c1)OCCO2)Nc1ccc2c(c1)OCO2 | -12% | -35% | -6% | 40 | -7% | -2% | -23%

3 structures already listed, ordered by molar mass, high to low.
No. | molecule | LmPK inhibitor | AmpC no deterg | AmpC inh detg | HCMV antiviral | Tb PYK inh | Sm TGR block | AMA1-RON2 inh
7 | COc1cccc(-c2nc(SC(C(C)=O)C(=O)N(C)C)c3c(=O)n(C)c(=O)n(C)c3n2)c1 (stereo not given) | . | . | 21% | -12 | 5% | -2% | .
11 | Cc1cc(C)cc(NC(=O)CCc2nnc3n(C)c(=O)c4sccc4n23)c1 | . | . | 5% | 18 | -2% | 13% | .
17 | COc1ccc(CN2C(=O)NC(=O)/C(=C/c3ccc([N+](=O)[O-])o3)C2=O)cc1 | 24% | -52% | ? | . | . | ? | .

Continuation.
No. | molecule | LmPK inhibitor | AmpC no deterg | AmpC inh detg | HCMV antiviral | Tb PYK inh | Sm TGR block | AMA1-RON2 inh
26 | Cc1cc(C)cc(NC(=O)CSc2nnc(NC(=O)C3CC3)s2)c1 | -7% | -23% | 0% | -24 | 3% | -1% | -10%
27 | CC(CCN1CCN(c2ccccn2)CC1)c1ccccc1 (stereo not given) | -7% | 0% | ? | 16 | -4% | 7% | -3%
28 | CSc1cccc(N2CC(C(=O)NCCN3C(=O)S/C(=C\c4cccnc4)C3=O)CC2=O)c1 (stereo not given) | . | 8% | 0% | -27 | -2% | 0% | -2%
29 | COc1ccc(N(C(C)C(=O)N/N=C/c2cccnc2)S(C)(=O)=O)cc1 (stereo not given) | -1% | -27% | 2% | 35 | -5% | 6% | 2%
30 | Cc1ccc2oc(=O)c3cnn(CC(=O)N4CCN(c5cccc(Cl)c5)CC4)c3c2c1 | . | . | 7% | -2 | -8% | 3% | .
31 | Cc1nnc(SCC(=O)Nc2ccc(N3CCN(S(C)(=O)=O)CC3)cc2)o1 | -1% | -10% | 7% | -26 | 3% | -11% | 4%
32 | COc1cc(CN2CCC(C(N)=O)CC2)ccc1OCc1ccccc1 | -1% | 0% | 1% | 118 | 10% | -21% | -16%
33 | Cc1cc(C)c(Nc2ncccc2C(=O)O)c(C)c1 | 0% | -13% | -6% | -6 | 3% | 0% | 7%
34 | COc1cc(C(CC(=O)Nc2cccc(C)n2)N2Cc3ccccc3C2=O)cc(OC)c1OC (stereo not given) | 7% | 28% | -1% | 7 | 1% | 7% | -2%
35 | Cn1c(=O)[nH]c(=O)c2c1nc1n2CCS1 | 0% | -4% | -2% | 94 | -2% | 1% | 26%
36 | CCCCCC(=O)Nc1ccc(N2CCN(S(C)(=O)=O)CC2)cc1 | -4% | -9% | 3% | 7 | 1% | 1% | -17%
37 | CCC(C)NC(=O)c1ccc(CNS(=O)(=O)c2ccc3c(c2)C(C)(C)C(=O)N3C)cc1 (stereo not given) | -5% | -16% | ? | 33&-5 | 6%&4% | -30%&-11% | -8%
38 | CCOc1ccc(N2C(=O)C3CC(C)=C(C)CC3C2=O)c([N+](=O)[O-])c1 (stereo not given) | -4% | 21% | ? | -4 | -5% | 20µM* | -8%
39 | Cc1cc(C)c(OCC(=O)NCC2COc3ccccc3O2)c(C)c1 (stereo not given) | . | 29% | -4% | 70 | 0% | -6% | -15%
40 | Cc1ccsc1CN(C)C(=O)CN1C(=O)NC2(CCCCC2C)C1=O (stereo not given) | . | -2% | -2% | -9 | -3% | -7% | -4%
41 | COc1ccc(OCCN2CCC(C(=O)NC(c3ccc(C)cc3)c3ccccn3)CC2)cc1 (stereo not given) | . | . | . | 11 | -4% | . | -6%
42 | COc1cc(/C=C/C(=O)c2ccc(C)c([N+](=O)[O-])c2)cc(OC)c1O | -3% | -18% | -14% | -17 | -22% | -23% | 27%
43 | CCOc1ccc(CC2NCCc3cc(OCC)c(OCC)cc32)cc1OCC (stereo not given) | 1% | 157%[activator] | 2% | -31 | -10% | -34% | -20%
44 | CN(C)c1cc[n+](CC(=O)Nc2cc(C(F)(F)F)ccc2Cl)cc1 | 0% | -1% | -12% | -5 | 0% | ? | 24%
45 | O=C(Nc1ccccc1)N1CCCC(CNS(=O)(=O)Cc2ccccc2)C1 (stereo not given) | -1% | -14% | -5% | 28 | 1% | -16% | 15%
46 | CCOC(=O)CC(NCc1ccc(OC)c(OCC)c1)c1ccc(C)cc1 (stereo not given) | -10% | 130%[activator] | 6% | 36 | -5% | 2% | -14%
47 | CCc1nnc(NC(=O)CCC(=O)NC2CCCCC2)s1 | -1% | -2% | 8% | -16 | 6% | 4% | 1%
48 | CCN(CC)C(=O)CC(c1ccc2c(c1)OCO2)c1c(OC)cc(OC)c2ccc(=O)oc12 (stereo not given) | 2% | 96%[activator] | -3% | 5 | 2% | -23% | -7%
49 | CC(C)CN(C(=O)c1cc2ccccc2o1)c1c(N)n(CC(C)C)c(=O)[nH]c1=O | 4% | -13% | -5% | -19 | -10% | -17% | 10%
50 | COc1ccc(S(=O)(=O)NNC(=O)Nc2ccc(C)cc2)c(OC)c1 | -9% | -4% | -12% | -7 | -11% | ? | -12%
51 | COc1ccc(NC(=O)Nc2nnc(Cc3ccc(F)cc3)s2)cc1 | 2% | -36% | 2% | -30 | -1% | 6% | -1%
52 | CC(C)Nc1nnc(SCc2cc(=O)n3ccsc3n2)s1 | 4% | -14% | -12% | ? | -1% | -7% | 11%
53 | Cc1ccc(Nc2nc(N)nc(N)c2S(=O)(=O)c2ccccc2)cc1 | . | . | 0% | -12 | -8% | -1% | .
54 | Cc1cc2oc(=O)cc(COC(=O)c3n[nH]c4ccccc34)c2cc1C | -4% | -29% | -2% | 24 | -10% | -3% | -4%
55 | CCOC(=O)C1=C(COC(=O)CCOc2ccc(C)cc2)NC(=O)NC1C (stereo not given) | . | -18% | ? | -69* | -17% | ? | 1%
56 | O=C(CCc1c[nH]c2ccccc12)OCC(=O)N1CCN(S(=O)(=O)c2ccccc2)CC1 | . | ? | -15% | -8 | 1% | -3% | -19%
57 | Cc1ccc(NC(=O)[C@H](Cc2ccccc2)NC(=O)[C@@H]2Cc3ccccc3CN2)c(C)c1 | 0% | 5% | ? | . | 1% | 0% | 87%[activator]
58 | COc1cc(/C=C/C(=O)Nc2cc(C(F)(F)F)ccc2Cl)cc(OC)c1OC | 3% | 77%[activator] | 6% | -18 | -16% | -3% | 16%
59 | COc1ccccc1N1CCN(C(=S)Nc2ccc(S(=O)(=O)N3CCOCC3)cc2)CC1 | 8% | 136%[activator] | 6% | 4 | 2% | -1% | -1%

Assay outcomes deposited in PubChem BioAssay by National Center for Advancing Translational Sciences (NCATS).
